# From PubChem BioAssay
# AGP1 TOR yeast: yeast TOR pathway AGP1-GFP modulation | S. cerevisiae AGP1-GFP multiplex flow cytometry, 3 h; GFP as percent of DMSO wells | GFP response vs DMSO, % at 10 µM | 320,000 compounds, 0.02% hits;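 active = GFP response relative to DMSO above a set limit, near screen average plus 3 SD, cut at about 150% in these data; inconclusive = fewer than 70 cells counted for the yeast strain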;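 note: median GFP channel fluorescence of the gated AGP1 strain per well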
# MCL1 BIM primary: disrupts human MCL1 binding to BIM-BH3 peptide; Q07820; 320,000 compounds, 0.68% hits; inhibition, % at 10.9 µM; GST-MCL1 / FITC-Bim-BH3 fluorescence polarization;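 active = inhibition above the mean inhibition of all tested compounds plus 3 SD, set per campaign, cut at about 40% in these data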;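 note: 0% = DMSO wells and 100% = unlabeled Bim-BH3 peptide control; higher means more loss of mP so more displacement of Bim peptide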
# Target sequence (Q07820 whole entry, looked up): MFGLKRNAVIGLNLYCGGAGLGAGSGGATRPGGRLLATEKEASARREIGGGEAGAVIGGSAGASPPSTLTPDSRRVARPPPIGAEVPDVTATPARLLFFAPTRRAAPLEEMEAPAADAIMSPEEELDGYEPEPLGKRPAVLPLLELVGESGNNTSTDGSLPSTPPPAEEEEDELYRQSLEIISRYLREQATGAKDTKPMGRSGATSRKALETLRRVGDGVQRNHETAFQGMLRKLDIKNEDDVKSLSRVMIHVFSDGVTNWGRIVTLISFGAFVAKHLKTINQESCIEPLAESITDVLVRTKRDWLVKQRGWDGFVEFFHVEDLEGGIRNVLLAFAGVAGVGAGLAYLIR
# VLA-4 inh: inhibition in a human VLA-4 binding assay. VLA-4 expressing cells, ligand binding flow cytometry. inhibition, % (about 7 µM as worked out from the volumes in the protocol). P13612. 330,000 compounds, 0.2% hits; in the data active = inhibition above about 50%
# GRK2 inh: blocks RNA aptamer binding to human GRK2; P25098; bead flow cytometry, FAM-aptamer displacement from GRK2; inhibition of aptamer binding, % at 10 µM; 330,000 compounds, 0.59% hits; AID 488847;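 active = inhibition of aptamer binding above 40%, roughly 3 SD of noise, on plates passing a quality check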;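 note: median bead fluorescence of bound FAM aptamer so fluorescent compounds give negative values; no value below 0 was filed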
# BCLXL inh: inhibitors of human Bcl-xL; Q07817; inhibition, % at 10.9 µM; GST-Bcl-xL / FITC-Bim BH3 peptide fluorescence polarization; 320,000 compounds, 0.7% hits;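 active = inhibition above the mean of all tested compounds plus 3 SD, cutoff set per campaign, cut at about 30% in these data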;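 note: 0% = DMSO wells and 100% = unlabeled Bim-BH3 peptide competitor; inhibitors lower millipolarization by displacing the labeled peptide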
# Target sequence (Q07817 whole entry, looked up): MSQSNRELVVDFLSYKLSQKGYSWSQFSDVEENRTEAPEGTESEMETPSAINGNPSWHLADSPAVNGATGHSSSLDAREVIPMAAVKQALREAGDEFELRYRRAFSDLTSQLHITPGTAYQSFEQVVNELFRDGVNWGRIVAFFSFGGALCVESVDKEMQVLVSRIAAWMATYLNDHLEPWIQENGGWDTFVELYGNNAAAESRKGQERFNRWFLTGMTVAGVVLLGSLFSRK
# CIT2 TOR yeast: modulators of TOR pathway CIT2-GFP in S. cerevisiae; S. cerevisiae CIT2-GFP strain, flow cytometry, 3 h; 100 means same as DMSO wells; GFP response vs DMSO, % at 10 µM; 320,000 compounds, 0.065% hits; AID 2029;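 active = GFP response relative to DMSO above a set limit, near the screen mean plus 3 SD, cut at about 150% in these data; inconclusive = Fewer than 70 cells measured for a yeast strain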;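 note: ratio of well median GFP fluorescence to mean of DMSO wells on the plate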
# GLD-1 RNA inh: GLD-1-TGE RNA interaction inhibition (C. elegans); Q17339; purified GLD-1 + fluorescein TGE RNA, fluorescence polarization; 320,000 compounds, 0.44% hits; inhibition, % at 5.96 µM;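 active = percent inhibition above a per-plate cutoff, the plate mean of test compounds plus 3 SD, cut at about 30% in these data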;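 note: 0% = DMSO wells with GLD-1 and probe and 100% = wells lacking GLD-1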
# Target sequence (Q17339 whole entry, looked up): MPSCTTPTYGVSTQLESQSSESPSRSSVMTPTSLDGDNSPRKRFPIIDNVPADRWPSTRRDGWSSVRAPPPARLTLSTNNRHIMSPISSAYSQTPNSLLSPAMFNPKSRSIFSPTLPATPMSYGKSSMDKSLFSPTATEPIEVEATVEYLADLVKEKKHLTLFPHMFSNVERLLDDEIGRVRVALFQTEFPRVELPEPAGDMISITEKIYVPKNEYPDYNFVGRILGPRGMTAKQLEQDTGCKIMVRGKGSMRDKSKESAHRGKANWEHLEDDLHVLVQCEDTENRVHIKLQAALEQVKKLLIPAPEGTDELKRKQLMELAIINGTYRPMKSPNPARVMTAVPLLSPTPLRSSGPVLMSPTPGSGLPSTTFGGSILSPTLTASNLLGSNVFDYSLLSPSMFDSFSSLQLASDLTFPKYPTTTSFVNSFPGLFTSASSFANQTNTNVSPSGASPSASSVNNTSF
# Yeast superoxide: caloric restriction mimetics inhibiting age-related superoxide in yeast; AID 2690; superoxide response (% of plate mean), % at 10 µM; 330,000 compounds, 0.18% hits; S. cerevisiae aged cells, superoxide DHE fluorescence; stronger effect = lower value;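 active = superoxide response under a set limit, about three screen SD below normal, cut at about 65% in these data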;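 note: yeast aged for seven days with compound at 30 °C before DHE staining; 100% = average MFI of all compound-treated wells on the plate with controls excluded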
# MEX-5 binding: C. elegans MEX-5 TCR-2 RNA binding activity. Q9XUB2. activity score (negative = inhibition of binding), % at 10 µM. 300,000 compounds, 0.38% hits. MEX-5/FITC-TCR2 RNA binding, fluorescence polarization; stronger effect = lower value;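 active = inhibition past about -25% in most replicates, and total fluorescence under double the plate's negative control median, limit read from the data; inconclusive = replicates evenly split on the limit, or fluorescence at least double controls; inactive = too little inhibition in most replicates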;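 note: 0% = DMSO and -100% = 5 µM competing unlabeled TCR2 RNA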
# * hit, by the source's call; u = inconclusive; x = no result given; [ ] = remark or other dose.
Structure	MCL1 BIM primary	CIT2 TOR yeast	MEX-5 binding	BCLXL inh	GLD-1 RNA inh	GRK2 inh	VLA-4 inh	AGP1 TOR yeast	Yeast superoxide
Cc1ccc(C)n1-c1cc([N+](=O)[O-])ccc1-n1ccnc1	-1.1	97.3	x	3.4	-7.5	0.0	10.4	100.5	125.7
CC(/C=N/NC(=O)c1ccco1)=C\c1ccccc1	2.4	79.4	-0.8	7.6	3.6	0.0	18.6	98.3	82.3
CCc1ccc(C(=O)OCC(=O)NCCNC(=O)COC(=O)c2ccc(CC)cc2)cc1	4.4	85.0	0.6	5.4	4.2	0.0	4.3	75.1	88.1
CCOCc1nnc(NC(C)=O)s1	7.5	93.8	6.4	2.6	9.6	1.0	10.0	99.8	98.6
COc1cccc(OC)c1OC(=O)c1cnccn1	-1.6	101.1	-0.1	1.6	11.4	3.0	-1.1	98.8	102.8
Cc1cccn2c(=O)nc(SCC(=O)NCc3ccc4c(c3)OCO4)nc12	-6.8	103.8	2.4	-5.8	3.7	4.0	14.9	103.2	112.8
CC1(O)C(=O)C=C2C=C(c3ccc(C#N)cc3)OC=C2C1=O (stereo not given)	47.2*	101.3	1.5	8.3	8.1	0.0	11.1	89.1	107.5
COCC(C)NS(=O)(=O)c1ccc(NC(=O)C(Cc2ccccc2)NC(N)=O)cc1 (stereo not given)	7.5	100.3	1.9	2.9	-2.3	3.0	25.5	100.8	106.5
CN(C)c1ccc2c(=O)[nH][nH]c(=O)c2c1	9.8	95.2	0.4	2.9	4.9	2.0	0.2	97.6	73.7
COC(CNC(=O)c1ccc2nc3ccccc3c(=O)n2c1)OC	6.5	104.1	-1.4	7.7	3.1	1.0	-12.2	94.2	86.2
O=C(NNC(=O)c1cccnc1SCc1cccc([N+](=O)[O-])c1)c1cccnc1	-3.1	108.3	-3.6	-3.4	0.1	1.0	3.3	100.2	104.3
COc1ccc(OC)c(NC(=O)c2cccc(Cn3cc(Br)c([N+](=O)[O-])n3)c2)c1	2.2	90.6	1.7	0.8	6.3	1.0	-2.3	92.8	106.2
Cc1ccc(-n2[nH]c(C)c(CCC#N)c2=O)cc1	5.9	101.2	-2.8	0.7	-12.7	0.0	0.2	108.3	80.0
Nc1c(Cl)cc(C2=NCCn3c2c2ccc([N+](=O)[O-])cc2[n+]3[O-])cc1Cl	-8.8	99.8	-3.2	-1.9	-9.4	0.0	-24.9	84.1	73.1
COc1cccc(CNS(=O)(=O)c2ccc(-n3cnnn3)c(C)c2)c1	-3.3	107.0	2.6	3.4	2.5	0.0	2.6	103.1	98.0
CC(=O)c1sc(NC(=O)C(C)C)nc1C	-5.5	u	-2.0	1.8	-1.5	2.0	30.6	u	97.8
CCc1ccc(NC2CC(=O)N(c3ccc(OC)cc3OC)C2=O)cc1 (stereo not given)	0.4	101.3	x	1.3	3.1	2.0	-11.2	93.0	97.8
O=C1CC(NNc2ccccc2)C(=O)N1c1ccccc1 (stereo not given)	4.9	101.2	-0.1	4.8	1.8	9.0	16.0	97.3	99.7
Cc1ccc(NC2OC(CO)C(O)C(O)C2O)cc1 (stereo not given)	5.8	101.5	2.9	7.6	4.8	0.0	5.9	100.8	99.6
O=C(CN(c1ccccc1F)S(=O)(=O)c1ccccc1)Nc1ccc2c(c1)OCCO2	1.0	94.4	-1.1	-0.2	3.2	0.0	-15.1	99.0	98.0
c1ccc(Cn2c(CSc3nnnn3-c3ccccc3)nc3ccccc32)cc1	0.9	99.0	-0.2	2.6	1.9	0.0	6.7	103.8	91.8
Cc1ccc(C(=O)NCC(=O)Nc2ccncc2)cc1	-2.2	110.3[may fluoresce green]	1.5	1.3	3.3	0.0	8.5	105.6[may fluoresce green]	103.5
COc1ccc(CCNC(=O)CCN2C(=O)COc3ccc(C)cc32)cc1OC	-2.1	x	0.9	3.2	1.1	0.0	1.8	109.6	117.5
CCc1ccccc1N1CC23C=CC(O2)C(C(=O)OCC(C)C)C3C1=O (stereo not given)	2.6	100.0	4.5	1.8	4.9	0.0	-7.4	106.6	102.1
O=C1CC(N2CCN(c3ccc(F)cc3)CC2)C(=O)N1Cc1cccs1 (stereo not given)	-0.1	97.6	0.7	0.0	1.1	0.0	-6.9	99.0	105.1
O=C(CSc1ccc2ccccc2c1Br)Nc1cccc(S(=O)(=O)NC2=NCCCCC2)c1	-6.3	89.5	0.7	-4.0	-4.4	2.0	-0.5	87.6	93.9
CSc1nc(N)nc2c1ncn2CC(=O)N[C@H](C)c1cccc2ccccc12	x	106.9	x	x	3.5	0.0	53.7*	100.5	99.9
C=C(C)C1CCC2(C(=O)O)CCC3(C)C(CCC4C5(C)C(C=O)C(O)C(C)(C)C5CCC43C)C12 (stereo not given)	2.5	94.4	2.7	-2.4	7.2	0.0	-0.7	99.5	101.6
COc1ccc(OC)c(/C=c2\sc3nc(-c4cccs4)nn3c2=O)c1	-30.1	100.3	-51.5*	-13.1	-12.1	1.0	42.9	91.8	105.3
CCNC(=S)N/N=C(\C)c1ccc2ccccc2c1	0.8	101.8	0.3	3.4	-1.0	0.0	-6.6	103.3	96.0
Cc1cc(C)n2nc(SCC(=O)N/N=C/c3ccccn3)nc2n1	0.0	92.5	0.5	-1.4	2.5	0.0	4.0	95.5	97.0
COc1ccc(OCc2nnc(SCC(=O)NC3CCCCC3)o2)cc1	-0.7	111.0	1.4	2.1	6.0	1.0	0.5	110.6	94.5
CCOc1ccc(NC(=O)Cn2nnc(C(=O)NCc3ccco3)c2N)cc1	3.3	109.0	2.8	0.2	9.9	0.0	10.3	104.0	95.5
CCOc1cccc(/C=N/NC(=O)C2CCCC2)c1O	6.0	105.7	1.1	2.8	0.9	1.0	6.9	99.8	88.8
O=C(COC(=O)C12CC3CC(CC(C3)C1)C2)Nc1ccc([N+](=O)[O-])cc1Cl	6.8	98.4	0.7	5.8	6.4	3.0	-8.8	100.8	112.6
O=C(CCC(=O)N(CC(=O)NC1CCCCC1)Cc1cccs1)Nc1ccccn1	2.7	90.7	0.1	2.5	-3.5	2.0	2.3	99.0	89.0
Cc1ccccc1S(=O)(=O)NC1=NCCCCC1	12.7	93.2	0.8	3.4	6.1	3.0	8.8	91.4	95.1
CCC(=O)N1c2ccc(S(=O)(=O)CCC(=O)NC3CCCC3)cc2CC1C (stereo not given)	9.3	97.5	1.4	14.9	-0.3	0.0	-6.9	97.0	93.3
C1=C(c2ccccc2)Nc2ncnn2C1c1ccccc1 (stereo not given)	9.9	90.4	-0.2	10.6	9.8	0.0	37.4	80.3	93.1
COc1cc(OC)cc(-c2nnc(NC(=O)CCS(=O)(=O)c3ccccc3)o2)c1	-0.7	91.5	2.5	-0.3	8.7	0.0	-21.8	96.5	99.8
COc1ccc(-c2cn3nc(SCC(=O)NCC4CCCO4)ccc3n2)cc1 (stereo not given)	2.0	97.7	0.5	5.4	-1.0	0.0	7.2	98.8	106.0
O=C(O)Cc1ccc(-c2ccccc2-c2ccccc2)cc1	-2.6	109.2	1.6	-3.4	2.4	98.0*	-8.6	96.4	133.6
CCC(C)C(=O)Nc1nc(C)c(-c2csc(Nc3cc(OC)ccc3OC)n2)s1 (stereo not given)	-1.3	68.4	1.6	3.3	3.3	2.0	10.7	76.5	99.6
COC(=O)c1c(NC(=O)COC(=O)Cn2cnc3ccccc32)sc2c1CCCC2	-2.2	99.8	-1.0	-0.1	-3.5	0.0	-4.5	94.0	101.1
c1ccc(OCCSc2nnnn2C2CCCCC2)cc1	-5.4	109.0	-1.2	1.7	-6.6	0.0	0.0	106.4	87.9
CC(O)[C@H]1CC[C@H]2[C@@H]3CC[C@H]4C[C@@H](O)CC[C@]4(C)[C@H]3C(=O)C[C@]12C (stereo not given in full)	17.3	94.6	-0.3	3.8	-4.2	0.0	13.1	95.8	100.4
Clc1cnc(N/N=C/c2cccs2)c(Cl)c1	5.4	91.8	-1.5	14.0	-2.9	0.0	7.3	82.7	104.5
O=C(NCC(=O)N1CCCC(C(F)(F)F)C1)c1ccccc1Br (stereo not given)	3.0	97.2	-1.2	-1.1	-0.2	0.0	-1.5	96.8	110.4
CCOC(=O)c1ccc2nc(C)c(C)nc2c1	3.1	84.1	0.0	2.9	5.1	2.0	17.1	89.9	112.1
O=C1c2cccc(Sc3ccccc3)c2C(=O)c2c(Sc3ccccc3)cccc21	16.0	97.3	-6.9	11.5	6.6	x	2.5	104.1	98.6

# Further structures
Structure	MCL1 BIM primary	CIT2 TOR yeast	MEX-5 binding	BCLXL inh	GLD-1 RNA inh	GRK2 inh	VLA-4 inh	AGP1 TOR yeast	Yeast superoxide
CCC(CC)NC(=O)CSc1nnc(-c2ccc(OC)cc2)n1C(C)C	-4.2	103.2	0.3	0.1	6.5	0.0	-287.8	104.8	79.1
CC(=O)Nc1ccc(S(=O)(=O)NNC(=O)COc2cc(C)ccc2C(C)C)cc1	2.9	95.4	2.2	0.1	-0.9	10.0	4.8	95.0	104.5
CC(C)(C)C(=O)O/N=C(\N)c1ccc(Br)cc1	0.6	105.1	3.1	1.7	-1.0	10.0	17.4	113.3	109.6
Cc1noc(C)c1CSc1ncnc2sc3c(c12)CCC(C)C3 (stereo not given)	12.9	102.2	3.4	8.1	3.6	1.0	-1.0	91.9	84.9
O=C(O)C(Cc1ccccc1)NS(=O)(=O)c1ccc2c(c1)OCCO2 (stereo not given)	-2.9	103.2	3.3	5.0	7.6	3.0	8.7	104.0	114.1
O=c1[nH]cc(O)c(=O)[nH]1	1.6	98.2	1.5	2.3	5.1	3.0	-258.5	98.2	93.6
O=C1CC(c2ccc(O)cc2)Oc2cc(O)ccc21 (stereo not given)	1.3	98.2	0.7	-1.8	0.3	0.0	-12.5	98.0	99.0
CC(=O)Nc1ccc(C(=O)NNC(=O)c2cc([N+](=O)[O-])cc([N+](=O)[O-])c2)cc1	15.6	96.3	-5.7	6.2	0.0	0.0	6.8	99.9	105.7
COc1ccc(/C=C/C(=O)c2cc(Cl)ccc2O)c(OC)c1	2.3	96.0	2.4	7.8	4.8	0.0	10.1	103.7	95.1
O=S(=O)(Nc1ccccc1N1CCOCC1)c1ccc(F)c(Cl)c1	7.9	87.1	-0.2	3.9	1.1	3.0	-3.7	105.3	88.2
OCc1cn(-c2ccccc2)nn1	1.9	104.5	-0.2	5.9	-0.2	2.0	24.7	98.4	110.2
Cc1noc(C)c1COc1ccccc1C(=O)N(C)Cc1ccco1	6.2	94.2	x	2.8	6.6	4.0	13.6	99.2	97.8
COc1ccc(/C(N)=N/OC(=O)c2c(-c3ccccc3Cl)noc2C)cc1OC	x	104.5	2.8	x	x	1.0	7.1	90.4	107.8
Cc1sc2ncnc(OCC(=O)NC3CCS(=O)(=O)C3)c2c1C (stereo not given)	-1.5	95.5	-1.2	-3.3	5.2	0.0	10.1	98.0	93.6
